IDE cell activ = activators of human insulin-degrading enzyme in cells. HEK cells, FAbeta-B cleavage, fluorescence polarization; 0% vehicle, 100% cell-free pure enzyme wells. activation, % at 5.96 µM. 0.073% of 340,000 active;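 active = activation above the mean of all tested compounds plus 3 SD, set per screening campaign, cut at about 17% in these data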
HCV NS3 hel inh = HCV NS3 helicase inhibition; NS3 helicase DNA unwinding, Cy5 molecular beacon fluorescence; inhibition, % at 10.9 µM; 0.56% of 290,000 active;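 active = inhibition above the mean of all tested compounds plus 3 SD, set per campaign, cut at about 35% in these data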;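 note: 0% = DMSO wells and 100% = thioflavine S control wells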
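Test system: hepatitis C virus NS3 helicase domain fragment enzyme. Also added: annealed dual-labelled DNA beacon duplex, ATP-started. Timing: 60 min unwinding reaction at 25 °C after ATP addition. Technique: Cy5 fluorescence. Measure: % inhibition of unwinding.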
IMP-1 inhibitor = inhibitors of Pseudomonas aeruginosa IMP-1 metallo-beta-lactamase; 0.45% of 290,000 active; purified IMP-1, nitrocefin hydrolysis, epi-absorbance fluorescence; inhibition, % at 5.6 µM; AID 1556;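 active = inhibition above the mean plus 3 SD of all compounds in the same screening run, cut at about 4.5% in these data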;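 note: 0% = IMP-1 with DMSO and 100% = DMSO wells lacking enzyme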
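System: purified IMP-1; amount: IMP-1 0.2 nM before substrate addition; compound: single dose, 5.6 µM; times: 25 °C, 15 min preincubation, 25 min reaction; signal: Epi-absorbance via hydrolysed-nitrocefin quenching of white-plate fluorescence, 480/530 nm, EDTA stop; benchmarks: DMSO with and without IMP-1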
VIM-2 inh = inhibitors of Pseudomonas aeruginosa VIM-2 metallo-beta-lactamase. purified VIM-2, nitrocefin hydrolysis, epi-absorbance fluorescence. inhibition, % at 5.6 µM. 0.89% of 290,000 active;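 active = inhibition above the mean of all tested compounds plus 3 SD, cutoff set per screening run, cut at about 7.5% in these data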;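 note: red hydrolysis product quenches plate fluorescence so inhibitors raise well fluorescence; 0% = enzyme with DMSO and 100% = DMSO without enzyme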
UBC9 SUMO inh = blocks human SUMOylation mediated by UBC9 | 0.36% of 290,000 active | P63279 | inhibition, % at 35 µM | AID 2006 | HTRF SUMOylation assay, SAE1/SAE2 + UBC9, in vitro; in the data active = inhibition above about 50%, passing the limit was not always enough; note: strong numbers were not always called active
Target sequence (P63279 whole entry, looked up): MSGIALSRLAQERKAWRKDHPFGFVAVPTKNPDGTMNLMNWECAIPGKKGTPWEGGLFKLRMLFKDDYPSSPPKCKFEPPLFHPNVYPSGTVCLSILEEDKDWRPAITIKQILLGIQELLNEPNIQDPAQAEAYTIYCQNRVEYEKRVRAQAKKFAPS
IDE inh = cellular human IDE inhibition; 0.41% of 320,000 active; P14735; AID 434962; HEK cells, FAbetaB cleavage, fluorescence polarization; inhibition, % at 5.59 µM;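 active = percent inhibition above the average of all tested compounds plus 3 SD, set per screening campaign, cut at about 16% in these data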;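 note: IDE supplied by intact live HEK cells; FP after avidin binding of uncleaved biotin substrate so inhibition keeps polarization high; 0% = DMSO wells and 100% = 60 µM reference IDE inhibitor Ii1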
pCIP destab = lowers stability of the mouse p/CIP coactivator protein; Q05BA5; F442A p/CIP-EGFP cells, EGFP fluorescence, 16 h; decrease of EGFP signal, % at 10 µM; 0.01% of 290,000 active; AID 1984;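 active = EGFP signal decrease of at least 30% at 10 µM or well 3 SD below plate mean, unless failing retest; inactive = the rest, including hits failing retest or dose response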; note: some compounds called inactive have numbers as strong as hits; many of its hits are not listed in these tables
GalR3 antagonist = human GalR3 antagonism. O60755. HEK293 GalR3-CNG cAMP membrane potential fluorescence; galR3 body fused to GalR1 C-terminus. inhibition, % at 3 µM. 0.44% of 360,000 active;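 active = inhibition above the screen-wide average plus 3 SD, cut at about 13% in these data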;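 note: forskolin and galanin both at EC90 stimulate the cells; cAMP rise reported by CNG channel membrane potential dye signal; 0% = forskolin plus galanin with DMSO and 100% = forskolin alone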
Target sequence (O60755 1-299 limits assumed): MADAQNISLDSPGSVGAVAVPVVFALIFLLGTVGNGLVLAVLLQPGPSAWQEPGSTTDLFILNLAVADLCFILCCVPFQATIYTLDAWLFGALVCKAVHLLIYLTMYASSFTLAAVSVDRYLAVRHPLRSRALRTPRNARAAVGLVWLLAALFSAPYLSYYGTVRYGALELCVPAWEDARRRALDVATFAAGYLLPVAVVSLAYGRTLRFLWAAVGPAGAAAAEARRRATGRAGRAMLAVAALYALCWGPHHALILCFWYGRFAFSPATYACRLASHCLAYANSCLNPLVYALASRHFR
CRFR2-BP antag = antagonists of CRF-binding protein/CRF-R2 receptor complex; 0.59% of 350,000 active; AID 588475; inhibition, % at 11.8 µM; HEK293 CRF-R2/CRF-BP, CRF-induced calcium fluorescence;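 active = inhibition of the ligand-induced calcium signal above about 50% at the single tested concentration, limit read from the data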
The depositor's hits bear a star.

For COc1ccc(CN(C(=S)Nc2ccccc2)C2CC(=O)N(c3ccccc3)C2=O)cc1 (stereo not given) the results were IDE cell activ -3, HCV NS3 hel inh -2, IMP-1 inhibitor -0.7, VIM-2 inh 0.8, UBC9 SUMO inh -6, IDE inh 3, pCIP destab -2, GalR3 antagonist -11 and CRFR2-BP antag -12.
`Cc1ccc(CN(C(=O)c2csnn2)C(C(=O)NC2CCCC2)c2cccnc2)cc1` (stereo not given) gave IDE cell activ -1, HCV NS3 hel inh 1, IMP-1 inhibitor -2.2, VIM-2 inh -3.4, UBC9 SUMO inh 3, IDE inh 2, pCIP destab 8, GalR3 antagonist 0 and CRFR2-BP antag -1.
`CC(NC(=O)NCCCC(=O)O)(C(F)(F)F)C(F)(F)F` gave IDE cell activ 8, HCV NS3 hel inh -4, IMP-1 inhibitor -1.4, VIM-2 inh 0.5, UBC9 SUMO inh 20, IDE inh -6, pCIP destab -4, GalR3 antagonist 2 and CRFR2-BP antag 0.
C=CCNC(=O)C(=O)NCCOc1ccccc1Cl was read as IDE cell activ 2, HCV NS3 hel inh -13, IMP-1 inhibitor -4.2, VIM-2 inh -2.1, UBC9 SUMO inh 12, IDE inh 4, pCIP destab 4, GalR3 antagonist -5 and CRFR2-BP antag 0.
`O=C(Nc1nnc(S(=O)(=O)Nc2ccccc2)s1)C1CCCCC1` gave IDE cell activ -2, HCV NS3 hel inh 6, IMP-1 inhibitor -1.2, VIM-2 inh -0.8, UBC9 SUMO inh 1, IDE inh 3, pCIP destab -4, GalR3 antagonist 2 and CRFR2-BP antag -11.
For CCCn1c(SCC(=O)NC(C)(C)C)nnc1-c1ccco1 the results were IDE cell activ 4, HCV NS3 hel inh -8, IMP-1 inhibitor -1.2, VIM-2 inh -2.9, UBC9 SUMO inh 9, IDE inh 4, pCIP destab -19, GalR3 antagonist -4 and CRFR2-BP antag 6.
CCCCN1C(=O)CC(Sc2ccccc2C(=O)O)C1=O (stereo not given) was read as IDE cell activ 7, HCV NS3 hel inh 6, IMP-1 inhibitor -2.6, VIM-2 inh -2.5, UBC9 SUMO inh -1, IDE inh 2, pCIP destab -9, GalR3 antagonist 0 and CRFR2-BP antag -13.
`CC(=O)Nc1cccc(NC(=O)CCc2ccccc2)c1` gave IDE cell activ 6, HCV NS3 hel inh -3, IMP-1 inhibitor -1.1, VIM-2 inh -4.7, UBC9 SUMO inh 4, IDE inh 6, pCIP destab -12, GalR3 antagonist 0 and CRFR2-BP antag 6.
`CC(=O)c1c(C)oc2c1cc(NS(=O)(=O)c1ccc(C(=O)O)cc1)c1ccccc12` gave IDE cell activ 2, HCV NS3 hel inh -11, IMP-1 inhibitor -0.4, VIM-2 inh 0.4, UBC9 SUMO inh -12, IDE inh 3, pCIP destab -12, GalR3 antagonist -5 and CRFR2-BP antag -4.
Screening Cc1oc(C(C)(C)C)cc1C(=O)NCc1ccc2c(c1)OCO2 returned IDE cell activ -1, HCV NS3 hel inh 24, IMP-1 inhibitor -1.6, VIM-2 inh -2.5, UBC9 SUMO inh -8, IDE inh -2, pCIP destab -7, GalR3 antagonist -5 and CRFR2-BP antag 5.

Entries above that contain a COOH group:
`CC(NC(=O)NCCCC(=O)O)(C(F)(F)F)C(F)(F)F` gave IDE cell activ 8, HCV NS3 hel inh -4, IMP-1 inhibitor -1.4, VIM-2 inh 0.5, UBC9 SUMO inh 20, IDE inh -6, pCIP destab -4, GalR3 antagonist 2 and CRFR2-BP antag 0.
CCCCN1C(=O)CC(Sc2ccccc2C(=O)O)C1=O (stereo not given) was read as IDE cell activ 7, HCV NS3 hel inh 6, IMP-1 inhibitor -2.6, VIM-2 inh -2.5, UBC9 SUMO inh -1, IDE inh 2, pCIP destab -9, GalR3 antagonist 0 and CRFR2-BP antag -13.
`CC(=O)c1c(C)oc2c1cc(NS(=O)(=O)c1ccc(C(=O)O)cc1)c1ccccc12` gave IDE cell activ 2, HCV NS3 hel inh -11, IMP-1 inhibitor -0.4, VIM-2 inh 0.4, UBC9 SUMO inh -12, IDE inh 3, pCIP destab -12, GalR3 antagonist -5 and CRFR2-BP antag -4.

Remaining list, next part.
COc1cc(OC)cc(C(=O)N2CCCC(Nc3ccc(F)cc3)C2)c1 (stereo not given) was read as IDE cell activ -1, HCV NS3 hel inh 12, IMP-1 inhibitor 0.3, VIM-2 inh 3.5, UBC9 SUMO inh -11, IDE inh -5, pCIP destab -3, GalR3 antagonist -1 and CRFR2-BP antag -9.
`C/C(CC(=O)Nc1ccc2c(c1)OCCO2)=N\NC(=O)Cc1ccc(Cl)cc1` gave IDE cell activ 0, HCV NS3 hel inh -1, IMP-1 inhibitor -2.2, VIM-2 inh -5.7, UBC9 SUMO inh 2, IDE inh -4, pCIP destab -14, GalR3 antagonist -9 and CRFR2-BP antag 13.
For Cc1onc(-c2ccccc2)c1C(=O)OCC(=O)c1ccccc1 the results were IDE cell activ 3, HCV NS3 hel inh -3, IMP-1 inhibitor 0.7, VIM-2 inh -0.6, UBC9 SUMO inh 0, IDE inh 1, pCIP destab 3, GalR3 antagonist 2 and CRFR2-BP antag 6.
O=C(NCc1ccc2c(c1)OCO2)C(=O)Nc1cc2c3c(c1)CC(=O)N3CCC2 was read as IDE cell activ 4, IDE inh -1, GalR3 antagonist -4 and CRFR2-BP antag 10.
`CC(Oc1ccc(F)cc1)C(=O)Nc1cccc(-c2nn[nH]n2)c1` (stereo not given) gave IDE cell activ 1, HCV NS3 hel inh 7, IMP-1 inhibitor -0.2, VIM-2 inh -2.2, UBC9 SUMO inh 15, IDE inh -2, pCIP destab -7, GalR3 antagonist -1 and CRFR2-BP antag -15.
`N#Cc1ccc(OCC(=O)N2CCCC2=O)cc1` gave IDE cell activ 4, IDE inh -2, GalR3 antagonist -6 and CRFR2-BP antag 8.
`Cc1ccc(C(=O)O/N=C(\N)c2ccc(Br)cc2)cc1C` gave IDE cell activ 2, HCV NS3 hel inh 5, IMP-1 inhibitor 1.8, VIM-2 inh 0.3, UBC9 SUMO inh -10, IDE inh 5, pCIP destab -18, GalR3 antagonist -4 and CRFR2-BP antag 29.
CC(C)[C@H](NC(=O)OCc1ccccc1)C(=O)OCC(=O)c1ccccc1 was read as IDE cell activ 1, IDE inh 7, GalR3 antagonist -2 and CRFR2-BP antag 6.
`COc1ccc(Oc2nnc(C)c3ccccc23)cc1` gave IDE cell activ 2, HCV NS3 hel inh -5, IMP-1 inhibitor -1.1, VIM-2 inh 1.7, UBC9 SUMO inh -2, IDE inh 0, pCIP destab 2, GalR3 antagonist -1 and CRFR2-BP antag 7.
Screening CCN(CC)C(=O)c1ccc(C(=O)c2ccccc2)cc1 returned IDE cell activ 6, HCV NS3 hel inh -18, IMP-1 inhibitor -3.8, VIM-2 inh -3.9, UBC9 SUMO inh -8, IDE inh 4, pCIP destab 5, GalR3 antagonist -2 and CRFR2-BP antag -5.

Random excerpt: two entries already listed
CC(C)[C@H](NC(=O)OCc1ccccc1)C(=O)OCC(=O)c1ccccc1 was read as IDE cell activ 1, IDE inh 7, GalR3 antagonist -2 and CRFR2-BP antag 6.
`COc1ccc(Oc2nnc(C)c3ccccc23)cc1` gave IDE cell activ 2, HCV NS3 hel inh -5, IMP-1 inhibitor -1.1, VIM-2 inh 1.7, UBC9 SUMO inh -2, IDE inh 0, pCIP destab 2, GalR3 antagonist -1 and CRFR2-BP antag 7.

Following part.
`CS(=O)(=O)N(CC(=O)N1CCc2ccccc2C1)c1cccc(F)c1` gave IDE cell activ 4, HCV NS3 hel inh -1, IMP-1 inhibitor -4.5, VIM-2 inh -3.7, UBC9 SUMO inh 4, IDE inh -3, pCIP destab 2, GalR3 antagonist -9 and CRFR2-BP antag 1.
Screening COc1ccc2cc(-c3ccccc3)c(=O)oc2c1 returned IDE cell activ 2, HCV NS3 hel inh -10, IMP-1 inhibitor -1.6, VIM-2 inh 1.4, UBC9 SUMO inh 16, IDE inh 8, pCIP destab -1, GalR3 antagonist -9 and CRFR2-BP antag 9.
For CCOc1ccccc1C(=O)NCC(=O)OCc1csc(CC(=O)Nc2ccc(C)cc2)n1 the results were IDE cell activ 0, IDE inh 5, GalR3 antagonist -1 and CRFR2-BP antag -2.
`CCOC(=O)c1c(C)nc(C)c(C(=O)OCC)c1-c1ccc(Br)cc1` gave IDE cell activ 6, HCV NS3 hel inh -4, IMP-1 inhibitor -4.5, VIM-2 inh 0.0, UBC9 SUMO inh -10, IDE inh 2, pCIP destab 2, GalR3 antagonist -5 and CRFR2-BP antag 11.
NC(=O)c1ccccc1NC(=O)CN1CCN(Cc2ccc(Cl)cc2Cl)CC1 was read as IDE cell activ -5, HCV NS3 hel inh -4, IMP-1 inhibitor -0.6, VIM-2 inh -3.8, UBC9 SUMO inh 8, IDE inh 3, pCIP destab -2, GalR3 antagonist -2 and CRFR2-BP antag 0.
For NC(=O)c1c(/N=C/c2cccnc2)sc2c1CCCC2 the results were HCV NS3 hel inh 7, IMP-1 inhibitor 2.1, VIM-2 inh -0.5, UBC9 SUMO inh 1, IDE inh -2, pCIP destab -9, GalR3 antagonist -3 and CRFR2-BP antag -6.
For Cc1nc2oc(C(=O)c3ccccc3)c(N)c2c2c1COC(C)(C)C2 the results were IDE cell activ -4, HCV NS3 hel inh -6, IMP-1 inhibitor -2.9, VIM-2 inh -0.3, UBC9 SUMO inh 17, IDE inh 0, pCIP destab 3, GalR3 antagonist 1 and CRFR2-BP antag -7.
Screening Cc1c(-c2ccccc2)[n+](=O)c(-c2ccc(Cl)cc2)c(C)n1[O-] returned IDE cell activ -3, HCV NS3 hel inh -2, IMP-1 inhibitor -1.7, VIM-2 inh -1.2, UBC9 SUMO inh 21, IDE inh -3, pCIP destab 6, GalR3 antagonist -1 and CRFR2-BP antag 2.
